ABCB6 inh 2 – inhibitors of human ABC transporter ABCB6; Q9NP58; K562-ABCB6 porphyrin accumulation, flow cytometry, 1 h; hits give low values; fluorescence ratio to DMSO, % at 10 µM; 360,000 compounds, 0.19% hits; AID 602162;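 active means fluorescence ratio to DMSO below 75%, the collection mean minus 3 SD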;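 further: signal is porphyrin accumulated inside mitochondria; 100% equals median channel fluorescence of DMSO control wells; lower ratio means ABCB6 inhibition with less porphyrin fluorescence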
MC4R barr agon – activates human MC4R beta-arrestin recruitment. U2OS MC4R beta-arrestin complementation, luminescence; percent of melanotan II response, DMSO zero. activation, % at 8.9 µM. P32245. 360,000 compounds, 0.98% hits;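 active means activation above a per-plate cutoff, the mean activation of sample wells on that plate plus 3 SD, cut at about 8% in these data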
Target sequence (P32245 whole entry, looked up): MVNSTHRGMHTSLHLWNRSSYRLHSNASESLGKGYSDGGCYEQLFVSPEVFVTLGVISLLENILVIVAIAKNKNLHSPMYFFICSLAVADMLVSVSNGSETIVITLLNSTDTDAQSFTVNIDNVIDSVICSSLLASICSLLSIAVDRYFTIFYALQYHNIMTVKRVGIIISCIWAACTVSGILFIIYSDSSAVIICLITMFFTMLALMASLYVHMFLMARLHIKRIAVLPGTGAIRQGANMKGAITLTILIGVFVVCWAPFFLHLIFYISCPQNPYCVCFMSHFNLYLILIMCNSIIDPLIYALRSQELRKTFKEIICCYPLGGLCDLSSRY
Granule exo inh – lytic granule exocytosis inhibition. TALL-104 LAMP-1 surface exposure, flow cytometry; cells stimulated with thapsigargin and PMA. inhibition, % at 10 µM. 360,000 compounds, 0.66% hits;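 active means inhibition above about 55%, limit read from the data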
N-glyco inh – N-linked glycosylation inhibition. 360,000 compounds, 0.23% hits. D54 ERlucT glycosylation luciferase reporter, 24 h; percent of 100 nM tunicamycin response. reporter increase, % at 12.5 µM;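 active means mean luciferase reporter signal, scaled so untreated is 0 and the glycosylation-blocking control 100, at or above a set limit in every replicate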;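 further: luciferase carries N-glycosylation sites so blocking glycosylation raises the light; 0% = median of neutral control wells and 100% = median of 100 nM tunicamycin wells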
Vif inh – blocks HIV Vif function | HEK293T cells, Vif self-association by quenched fluorescence, imaging, 24 h | inhibition, % at 7.49 µM | 340,000 compounds, 0.35% hits | AID 602346; in the data active means inhibition above about 50%, passing the limit was not always enough; further: some results filed as inactive read as strong as hits
NOD2 RIPK2 PPI – NOD2-RIPK2 protein interaction inhibition; CHO BLA complementation NOD2-RIPK2, CCF4 ratio; 360,000 compounds, 0.38% hits; inhibition, % at 4.98 µM; in the data active means inhibition above about 21%;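 further: 0% = vehicle only and 100% = reference blocker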
Target sequence (O43353 whole entry, looked up): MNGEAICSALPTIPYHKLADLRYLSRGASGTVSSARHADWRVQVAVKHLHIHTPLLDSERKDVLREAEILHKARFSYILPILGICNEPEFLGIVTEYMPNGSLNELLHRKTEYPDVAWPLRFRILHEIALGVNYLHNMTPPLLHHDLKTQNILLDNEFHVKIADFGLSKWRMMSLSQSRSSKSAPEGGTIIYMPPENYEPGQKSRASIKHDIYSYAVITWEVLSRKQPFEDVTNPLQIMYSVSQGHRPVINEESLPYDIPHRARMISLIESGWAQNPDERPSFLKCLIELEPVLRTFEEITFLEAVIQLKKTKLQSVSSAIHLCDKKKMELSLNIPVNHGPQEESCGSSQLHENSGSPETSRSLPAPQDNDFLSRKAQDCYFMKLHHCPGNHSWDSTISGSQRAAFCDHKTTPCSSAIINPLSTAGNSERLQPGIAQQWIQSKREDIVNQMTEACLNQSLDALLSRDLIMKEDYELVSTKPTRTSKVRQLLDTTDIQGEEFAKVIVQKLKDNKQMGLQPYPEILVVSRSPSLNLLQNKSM
MC4R antag cAMP – human MC4R antagonism in cAMP assay; P32245; 360,000 compounds, 0.48% hits; AID 540295; inhibition, % at 6.5 µM; MC4R-expressing cells, MTII-stimulated cAMP, LANCE TR-FRET;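 active means inhibition above its plate's cutoff, the mean of tested wells on that plate plus 3 SD, cut at about 29% in these data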;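 further: 0% = Melanotan II alone and 100% = Melanotan II plus saturating MCL0020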
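Material: U2OS-MC4R stable cell line | Reagent: Melanotan II challenge after compound preincubation | Doses: One concentration, 6.5 µM nominal | Incubation: 30-min compound preincubation, 1-h Melanotan II challenge, 1-h detection, room temperature | Signal: TR-FRET cAMP assay | Replicates: One well per compound, no replicates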
ABHD5 PLIN5 PPI – ABHD5-PLIN5 protein interaction inhibition; Q00G26+Q8WTS1; 360,000 compounds, 0.78% hits; inhibition, % at 4 µM; Split G. princeps luciferase complementation, luminescence, 4 h; AID 602281;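 active means inhibition above the mean inhibition across every tested compound plus 3 SD, cut at about 22% in these data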;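 further: 0% = DMSO only wells and the 100% control is not disclosed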
TLR9-MyD88 block – blocks human TLR9 binding to MyD88 | CHO BLA complementation TLR9-MyD88, CCF4 FRET ratio | 340,000 compounds, 0.21% hits | inhibition, % at 4.98 µM | AID 504734 | Q9NR96+Q99836;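 active means inhibition above the mean over all tested compounds plus 3 SD, cut at about 21% in these data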;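 further: 0% = DMSO only wells and 100% = clavulanate BLA inhibitor control wells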
aDG glyco act – increases alpha dystroglycan glycosylation. Pro5-aDG cells, alpha-DG glycosylation AlphaScreen (IIH6); 0% Pro5, 100% B10-LARGE cell signal. activation, % at 10 µM. 360,000 compounds, 0.22% hits. AID 624168;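 active means activation of at least 8% versus controls, or a plate z-score of at least 8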;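 further: Pro5 are CHO cells carrying HIG-tagged alpha-DG that lacks glycosylation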
Active calls of the source: *; / = not tested or not shown. The list is partial. The share of hits here may be higher or lower than overall.

Sequence of screens – ABCB6 inh 2	MC4R barr agon	Granule exo inh	N-glyco inh	Vif inh	NOD2 RIPK2 PPI	MC4R antag cAMP	ABHD5 PLIN5 PPI	TLR9-MyD88 block	aDG glyco act
- CC1CCN(C(c2cccs2)c2nnnn2Cc2ccccc2)CC1 (configuration not stated)
 : 94	0.5	2	-8	4	-8	5	-1	-5	0.1
- CC(=O)Nc1ccc(Nc2ncnc(N)c2[N+](=O)[O-])cc1
 : 98	-1.0	2	-5	-11	2	4	2	4	0.1
- COc1ccc(C(=O)Nc2ccccc2C(=O)Nc2cccc(C)n2)cc1
 : 104	0.3	-9	-3	-3	-1	20	-4	1	0.0
- COc1nc(OC)nc(N2CCC(NC(=O)C(Cc3cccc(OC)c3OC)NC(C)=O)CC2)n1 (configuration not stated)
 : 96	0.3	-6	0	-5	-15	1	7	-2	0.0
- CCCC(c1nnnn1C(C)(C)C)N1CCN(Cc2ccccc2OC)CC1 (configuration not stated)
 : 100	-0.8	-1	0	20	-1	12	-1	-2	-0.2
- CCOC(=O)CNC(=O)c1ccccc1
 : 98	-0.5	-2	1	4	9	5	7	6	-0.2
- CCCCCC/C=N/Nc1nnc(Cc2ccccc2)c(=O)[nH]1
 : 99	-1.2	-5	1	7	4	7	6	-10	0.0
- CC(=O)Nc1ccc(NC(=O)CSc2nncn2C)cc1
 : 91	1.1	-21	3	6	6	9	-6	-2	0.0
- O=C(COC(=O)CCc1nc2ccccc2n1-c1ccccc1)Nc1cccc(Cl)c1
 : 81	3.9	15	1	1	-2	-4	-5	2	-0.1
- CC12CCC(C(=O)NC(c3ccccc3)c3ccccc3)(OC1=O)C2(C)C (configuration not stated)
 : 109	2.1	-1	1	-2	0	17	-2	-8	0.0
- CC(=O)c1oc2ccccc2c1NC(=O)CN1CCCCC1
 : 96	-0.3	-2	2	-2	-6	-6	-5	-12	0.0
- Cc1ccc(S(=O)(=O)N2CCCN(C(=O)c3cc4ccccc4[nH]3)CC2)cc1
 : 99	-0.4	7	0	4	3	13	-9	4	0.0
- CCCOc1ccc(N2C(=O)CC(N(Cc3ccc(OC)cc3)C(=S)Nc3ccccc3)C2=O)cc1 (configuration not stated)
 : 96	5.3	0	-2	-2	-14	11	2	-4	0.4
- Cc1ccc(S(=O)(=O)N(CC(=O)NCc2ccc(F)cc2)C(=O)N2CCN(C)CC2)cc1
 : 102	-3.1	-3	-2	-2	2	9	8	-11	-0.1
- COCCN(C(=O)COC(=O)CCC(=O)c1cccs1)c1c(N)n(Cc2ccccc2)c(=O)[nH]c1=O
 : 102	3.0	14	0	-9	9	7	0	-9	0.0
- Cc1cccc(OCC(=O)N2CCN(c3nnc(-c4ccccc4)c4ccccc34)CC2)c1
 : 98	0.5	-2	-6	-2	1	25	3	-12	0.2
- COC(=O)c1sccc1NC(=S)N1CCN(c2cc(C)ccc2C)CC1
 : 94	1.1	-3	-4	-23	-7	-7	-12	-3	-0.1
- CCC(C)(C)NC(=O)CN(C(=O)c1snc(C(N)=O)c1N)c1ccc2nc(C)sc2c1
 : 103	-1.2	10	1	2	5	5	0	0	-0.2
- COC(=O)c1ccc(/C=N/NC(=S)NCCN2CCOCC2)cc1
 : 91	2.2	3	4	13	7	-1	13	1	0.0
- CCOC(=O)C1CCN(C(=O)COC(=O)c2cc(-c3cccs3)nn2-c2ccccc2)CC1
 : 102	0.9	-3	2	-3	0	-2	-3	-9	0.0

The list goes on, overlapping the part above by two compounds.
Sequence of screens – ABCB6 inh 2	MC4R barr agon	Granule exo inh	N-glyco inh	Vif inh	NOD2 RIPK2 PPI	MC4R antag cAMP	ABHD5 PLIN5 PPI	TLR9-MyD88 block	aDG glyco act
- COC(=O)c1ccc(/C=N/NC(=S)NCCN2CCOCC2)cc1
 : 91	2.2	3	4	13	7	-1	13	1	0.0
- CCOC(=O)C1CCN(C(=O)COC(=O)c2cc(-c3cccs3)nn2-c2ccccc2)CC1
 : 102	0.9	-3	2	-3	0	-2	-3	-9	0.0
- Cc1ccc(NS(=O)(=O)c2ccc(OCC(=O)NCC3CCCO3)cc2)cc1 (configuration not stated)
 : 97	-2.5	16	1	0	-5	12	2	-8	-0.2
- Cc1cccc(OCc2nnc(SCC(=O)NCC3CCCO3)n2C)c1 (configuration not stated)
 : 97	1.3	-6	1	1	-2	11	2	-3	0.0
- CCc1nnc(NC(=O)C(C)Sc2ccccc2)s1 (configuration not stated)
 : 102	-0.7	2	-1	-4	0	11	1	-5	-0.1
- COc1cc(S(=O)(=O)Nc2ccccc2C(=O)N2CCCC2)ccc1NC(C)=O
 : 87	-0.6	4	2	-7	1	-1	-6	-6	0.3
- COc1ccccc1N(C)S(=O)(=O)c1ccc(C(=O)NCC(c2ccco2)N2CCCCC2)cc1 (configuration not stated)
 : 93	-0.3	1	-3	28	-12	10	-8	4	-0.3
- COc1cccc(/C=C(/C#N)c2ccc(F)cc2)c1OCc1cccc(C(=O)O)c1
 : 101	-1.3	0	-1	1	3	6	1	-10	-0.1
- CCCN(C(=O)CSc1nc2c(cnn2-c2ccccc2)c(=O)[nH]1)C1CCS(=O)(=O)C1 (configuration not stated)
 : 100	3.1	-1	0	10	-4	18	1	3	0.3
- CCOC(=O)C1=C(COC(=O)c2ccccc2OC(F)F)NC(=O)NC1C (configuration not stated)
 : 95	-2.5	-12	-1	-5	2	1	-13	-5	-0.2
- O=C(O)c1cc(-c2cccc(Cl)c2)nc2nc(N3CCCCC3)sc12
 : 101	-2.3	0	3	8	-6	1	-3	-10	0.0
- CC1=C(C(=O)N(C)C)CC(CC(=O)NC(c2ccccc2)c2ccccc2)C(=O)N1Cc1ccc(F)cc1 (configuration not stated)
 : 100	1.3	2	-2	3	3	3	1	1	0.5
- CN(Cc1ccccc1)C(=O)c1ccc(Nc2nc(C(N)Cc3ccccc3)cs2)nc1 (configuration not stated)
 : 96	1.4	12	-4	4	-7	-2	4	/	-0.6
- CC(NC(=O)C1CCN(C(=O)c2ccc(F)cc2)CC1)c1ccc(S(N)(=O)=O)cc1 (configuration not stated)
 : 104	1.3	0	0	6	-9	14	-3	4	0.4
- CC(CN1CCN(C)CC1)OC(=O)c1ccc(Cl)cc1Cl (configuration not stated)
 : 90	-1.1	0	0	1	0	5	2	-1	-0.3
- CN1C(=O)[C@H]2[C@@H](/C=C/c3ccccc3)N3C(=O)CN(Cc4ccc(-c5ccccc5)cc4)C(=O)[C@@]3(C)[C@H]2C1=O
 : 91	0.7	-1	-2	0	3	1	-2	-3	0.0
- Cc1nc2c(C)cccc2c(SC(=N)N)c1CC=C(Cl)Cl
 : 104	-0.7	-7	2	-4	-11	3	-3	-10	-0.1
- COc1cc(C(=O)NC2=NCCS2)ccc1OCc1c(C)noc1C
 : 76	-2.8	0	1	-13	-5	-9	-3	-4	-0.3
- C=C1C(=O)[C@]23C[C@H]1CCC2[C@@]1(C)C(C[C@@H]3O)[C@](C)(C(=O)OC)CC[C@@H]1OC(C)=O (some centres not stated)
 : 95	/	13	-20	40	93*	/	78*	/	-0.2
- CC(=O)c1ccc(NC(=O)CSc2nnc(NC(=O)CN3CCOCC3)s2)cc1
 : 95	-0.8	-2	3	-8	-2	1	3	-9	-0.2
- O=C(O)c1cnc(-c2ccccc2)nc1Sc1cccc(Cl)c1
 : 99	-0.6	-2	3	-2	-4	3	0	-8	-0.2
- CCc1nc2ccc(C(=O)Nc3cccc(NS(C)(=O)=O)c3)cn2c1N(C)CCCc1ccccc1
 : 99	-0.3	-7	0	8	-5	4	-6	/	0.0
- CCOC(=O)Cn1c(=O)n(C2CCCC2)c(=O)c2ccccc21
 : 97	-0.8	0	0	13	-1	1	0	-9	0.4
- Cc1snc(S(=O)(=O)/C(C#N)=N/Nc2ccc(C(F)(F)F)cc2)c1C#N
 : 108	-2.2	-5	0	13	-6	15	-8	-2	-0.4
- CC(NC(=O)c1ccccc1F)c1ccccc1 (configuration not stated)
 : 96	-0.3	-1	1	-4	-3	1	5	3	0.8
- CCc1cc(CNC(=O)c2ccc(OC3CCN(CCc4ccccc4)CC3)cc2)on1
 : 91	-1.9	-1	-5	-2	0	-2	7	1	0.3
- CN(C(=O)COC(=O)c1cc([N+](=O)[O-])ccc1N1CCCC1)C1CCS(=O)(=O)C1 (configuration not stated)
 : 98	-1.4	-1	-2	0	-1	12	-4	4	0.2
- O=C(COc1ccccc1F)OCC(=O)c1ccc([N+](=O)[O-])cc1
 : 97	-2.6	5	-1	-3	-19	8	-26	-8	0.2
- COc1cccc2cc(C(=O)NC(C)C3CCCO3)c(=O)oc12 (configuration not stated)
 : 101	-0.1	0	0	7	-8	-3	-1	-1	-0.3
- Nc1ccc(O)c2c1C(=O)c1ccccc1C2=O
 : 108	-2.7	4	6	-15	10	15	1	-2	-0.2
- CC1(C(=O)NS(=O)(=O)c2ccc(Br)cc2)CCN1C(=O)Cc1ccsc1 (configuration not stated)
 : 95	-0.9	3	4	17	4	8	-3	/	0.0
- Cc1c(C(=O)N(C)CC(=O)Nc2cccc(F)c2)oc2c(Cl)cccc12
 : 92	-0.2	5	1	-3	2	2	-5	4	0.0
- O=C(COC(=O)c1ccccc1F)Nc1cc(S(=O)(=O)N2CCOCC2)ccc1N1CCCC1
 : 95	0.8	2	0	2	-15	-5	4	0	0.0
- COc1ccc(C(=O)NCC(c2ccco2)N2CCc3ccccc32)cc1 (configuration not stated)
 : 104	-5.0	-4	20	27	6	-21	-2	-6	0.2
- CCCCCCCN1C=CC(=O)CC1
 : 100	-1.8	-9	3	3	5	7	7	-2	0.0
- N/C(=N\OC(=O)c1ccc2ccccc2c1)c1ccc(Br)cc1
 : 93	-3.0	-4	4	0	3	-1	1	-5	0.2
- Cc1cccc(N(Cc2ccccc2)C(=O)CSC(C)C(=O)Nc2cc(C)on2)c1 (configuration not stated)
 : 97	-3.0	12	-10	/	-2	5	-10	-3	1.0
- O=c1cc(N2CCCCC2)c(-c2ccccc2)nn1Cc1cccc(F)c1
 : 96	0.8	7	-7	11	10	6	5	-12	-0.8
- COc1ccc(NC2CC(=O)N(C(C)C)C2=O)cc1 (configuration not stated)
 : 104	-0.8	4	0	10	-17	15	3	-6	-0.1
- O=C(OCC(=O)N1CCCC1)c1ccc(NS(=O)(=O)c2cccs2)cc1O
 : 97	-0.5	2	-1	-5	4	5	1	1	-0.4
- O=C(Nc1cccc(Cl)c1)N1CCCCCC1
 : 105	-0.6	-9	-2	-4	10	7	-4	2	-0.2
- CCN(CC)S(=O)(=O)c1ccc2oc(C(=O)N3CCc4ccccc4C3)c(C)c2c1
 : 100	-2.1	0	-2	-11	6	9	1	-16	-0.2
- Clc1ccc(C2CC(c3cccs3)n3ncnc3N2)cc1 (configuration not stated)
 : 97	0.5	2	1	-2	-7	1	3	/	0.0
- O=C(CSc1ccccc1)NCC(c1ccco1)N1CCCCC1 (configuration not stated)
 : 101	-0.8	-6	-2	2	6	6	-2	-1	0.1
- S=C1NCc2cncnc2N1
 : 96	/	5	2	-2	-8	/	5	/	0.0
